Tau FP inhib = inhibitors of human tau fibril formation; P10636; K18 P301L tau heparin fibrillization, Alexa594 FP, 6 h; Potency, µM (doses to about 57.7 µM), inactives show top-dose activity, negative = inhibition, usual class: inhibitors; 0.39% of 280,000 active; AID 1468; also: nearly all actives have a fitted effect of over 55% in size
Target sequence (P10636 561-689 P618L limits assumed): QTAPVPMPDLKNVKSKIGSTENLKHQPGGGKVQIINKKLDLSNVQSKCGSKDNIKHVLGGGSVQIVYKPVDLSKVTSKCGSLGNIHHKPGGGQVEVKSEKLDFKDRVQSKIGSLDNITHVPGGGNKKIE
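Recombinant K18 P301L […], labeled with Alexa 594 at 0.24 uM over 15 uM unlabeled; heparin inducer 20 uM final; 37 C, 6 hr; FP endpoint.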
TRb SRC2 PPI = inhibitors of human thyroid hormone receptor beta-SRC2 interaction | P10828 | TRbeta-SRC2 peptide binding, fluorescence polarization; receptor liganded with 1 µM T3 | Potency, µM (titrated, usually from 106 µM), inactives show top-dose activity change, negative = inhibition, usual class: inhibitors | 0.065% of 280,000 active | AID 1469;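 also: plate controls were bound peptide for no effect and peptide without receptor for full effect; nearly all actives have a fitted effect of over 50% in size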
Target sequence (P10828 whole entry, looked up): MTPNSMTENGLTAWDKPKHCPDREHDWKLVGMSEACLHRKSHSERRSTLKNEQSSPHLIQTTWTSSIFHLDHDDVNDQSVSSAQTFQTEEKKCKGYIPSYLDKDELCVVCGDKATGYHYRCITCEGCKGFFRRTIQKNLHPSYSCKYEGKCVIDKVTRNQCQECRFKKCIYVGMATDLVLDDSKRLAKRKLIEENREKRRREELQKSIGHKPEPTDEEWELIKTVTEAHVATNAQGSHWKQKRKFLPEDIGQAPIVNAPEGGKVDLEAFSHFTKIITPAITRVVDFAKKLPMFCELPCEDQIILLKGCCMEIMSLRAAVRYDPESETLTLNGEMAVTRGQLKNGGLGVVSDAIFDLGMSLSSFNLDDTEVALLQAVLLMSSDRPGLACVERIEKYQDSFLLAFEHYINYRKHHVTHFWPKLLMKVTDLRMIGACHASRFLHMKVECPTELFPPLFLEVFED
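Assay buffer: 20 mM Tris-HCl, 100 mM NaCl, 10% glycerol, 1 mM EDTA, 0.01% NP-40, 1 mM DTT, 1 uM T3, 5% DMSO; TRb LBD 0.6 uM, Texas Red SRC2 20 nM; FP after 5 hr.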
aGal spleen mod = inhibits or activates alpha-galactosidase in human spleen homogenate | human spleen homogenate, 4MU-alpha-Gal fluorescence, 40 min | Potency, µM (doses to about 80 µM), without a hit: at the highest dose activity change, negative = inhibition, hits mostly inhibitors | 0.008% of 240,000 active;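 also: 0% = enzyme with vehicle and -100% = no enzyme basal signal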
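qHTS titration in buffer at pH 5.0. Alpha-galactosidase activity in spleen homogenate was measured via 4-methylumbelliferone release from 1 mM fluorogenic substrate after 40 min at 37C and a pH 10 stop. AC50 came from Hill fits of control-normalized data.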
TR SRC2 fluor cs = alters Texas Red total fluorescence, flagging assay interference; AID 1479; Potency, µM (series often up to 106 µM), without a hit: top-dose fluorescence change, negative = quenching; 0.29% of 280,000 active; TRb/SRC2 Texas Red total fluorescence interference; active = well fitted curve in either direction with a large enough effect; inconclusive = small, poorly fitted or top-dose-only effect
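Human TRb ligand-binding domain at 0.6 uM with 20 nM Texas Red SRC2 peptide in Tris buffer containing 1 uM T3 and 5% DMSO, incubated with compound 5 h at ambient temperature. Total fluorescence (555/632 nm) calculated as parallel + 2 × perpendicular.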
L3MBTL1 inh = blocks human L3MBTL1; AID 485360; 0.66% of 230,000 active; Potency, µM (doses to about 57.1 µM), inactives show at the highest dose activity, negative = inhibition, usual class: inhibitors; AlphaScreen L3MBTL1–H3K9me1 peptide binding; Q9Y468; also: nearly all actives have a fitted effect of over 60% in size
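Read-out is AlphaScreen signal from streptavidin donor and nickel chelate acceptor beads (10 ug/mL final each) bridging L3MBTL1 (50 nM) and biotinylated K9-monomethylated H3(1-15) peptide (75 nM), after 30 min compound exposure at room temperature.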
ALDH1A1 block = inhibitors of human aldehyde dehydrogenase 1A1; 7.3% of 220,000 active; Purified ALDH1A1, NADH fluorescence, propionaldehyde substrate; P00352; Potency, µM (top dose mostly 75.3 µM), without a hit: at the highest dose activity, negative = inhibition, actives largely listed as inhibitors; active = well fitted inhibition curve with a large enough effect, not every such curve was filed as active; inconclusive = small, poorly fitted or top-dose-only effect, or another doubt; inactive = no such curve, though single readings can be large or run the other way;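 also: plate controls were no enzyme wells and a reference inhibitor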
Target sequence (P00352 whole entry, looked up): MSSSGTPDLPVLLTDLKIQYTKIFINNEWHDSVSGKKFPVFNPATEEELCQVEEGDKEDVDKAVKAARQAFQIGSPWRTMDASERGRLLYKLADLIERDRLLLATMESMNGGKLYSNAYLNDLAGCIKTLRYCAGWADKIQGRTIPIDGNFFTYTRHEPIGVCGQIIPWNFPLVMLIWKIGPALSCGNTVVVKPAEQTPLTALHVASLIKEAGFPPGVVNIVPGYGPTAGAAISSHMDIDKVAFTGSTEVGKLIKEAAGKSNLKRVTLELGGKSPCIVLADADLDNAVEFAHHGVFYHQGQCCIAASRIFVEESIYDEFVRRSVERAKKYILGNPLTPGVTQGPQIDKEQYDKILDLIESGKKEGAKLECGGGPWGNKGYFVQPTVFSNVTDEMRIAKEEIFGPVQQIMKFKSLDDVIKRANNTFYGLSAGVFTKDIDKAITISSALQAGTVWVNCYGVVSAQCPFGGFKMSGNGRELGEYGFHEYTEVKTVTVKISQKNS
Tau fluor cs = counter-screen for tau fibril formation inhibitors | tau K18 P301L Alexa594 fluorescence, heparin fibrillization | Potency, µM (top dose mostly 57.7 µM), inactives show at the highest dose activity change, negative = decrease | 0.93% of 280,000 active | AID 1463; also: nearly all actives have a fitted effect of over 55% in size
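Human tau K18 P301L (15 uM unlabeled, 0.24 uM Alexa 594-labeled) in 100 mM sodium acetate pH 7 with 20 uM heparin, 6 hr at 37 C. ThT 30 uM added, 1 hr ambient; Alexa 594 FP and total fluorescence read at 555/632 nm.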
Tau ThT inhib = blocks human tau fibril formation measured by thioflavin T; Potency, µM (doses to about 57.4 µM), for inactives: at the top dose activity, negative = inhibition, most hits filed as inhibitors; P10636; recombinant tau K18 P301L (four-repeat tau fragment), heparin-induced fibrillization, ThT fluorescence; 2.1% of 270,000 active; also: nearly all actives have a fitted effect of over 55% in size
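Heparin-induced (20 uM) aggregation of recombinant human K18 P301L tau, 15 uM unlabeled with 0.24 uM labeled, pH 7 acetate buffer, 6 hr at 37 C with compound. Fibrils quantified by 30 uM ThT fluorescence after 1 hr ambient incubation.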
* = called active by the depositor; ? = inconclusive; / = not tested or not shown; & = joins results of further samples; [ ] = dose if it differs, or a comment. Unless noted, calls follow the shape of the dose curve; as a rule, active = well fitted curve in the direction sought with a large enough effect; inconclusive = small, poorly fitted or top-dose-only effect, or another doubt; inactive = no such curve, though single readings can be large; an effect the other way counts as inactive or inconclusive. Unless noted, % is scaled to controls: 0 for no effect and ±100 for the full control effect; potency is read from the fitted curve at half-maximal effect.

Screens in order: Tau FP inhib | ALDH1A1 block | L3MBTL1 inh | Tau ThT inhib | aGal spleen mod | Tau fluor cs | TRb SRC2 PPI | TR SRC2 fluor cs
1: C=C(Cl)COc1cc(C)cc2oc(=O)cc(CC)c12
    -12% | ? | / | -15% | -2% | -15% | -10% | -3%
2: O=C(O)c1ccccc1C(=O)Nc1ccc(S(=O)(=O)NC2CCCCC2)cc1
    -2% | 2% | 14% | -3% | 1% | 1% | 14% | 0%
3: COc1ccc(C(C)NC(=O)c2ccccc2Cl)cc1OC (stereo unspecified)
    0% | -1% | -14% | 7% | 12% | 0% | 1% | 1%
4: Cc1ccc(C)n1-c1ccccc1N
    -12% | 2% | -1% | -24% | -9% | -18% | 4% | -6%
5: COCc1cc(N2CCCC2)nc(-c2ccccc2)n1
    -7% | -3% | -3% | -7% | -11% | -6% | 5% | -6%
6: CC(C)(C)C1CCc2c(sc(NC(=O)CSc3nnc(-c4ccccc4)o3)c2C#N)C1 (stereo unspecified)
    -4% | ? | 0% | ? | 0% | -15% | -8% | -3%
7: Cc1ccc(NC(=O)c2cc(N3C(=O)CCC3=O)ccc2N2CCCCC2)cc1
    10% | 13% | -4% | 0% | -5% | 5% | -6% | -3%
8: CC1=C(C(=O)OCCNC(=O)c2ccccc2O)C(c2ccccc2[N+](=O)[O-])C(C(=O)OCC2CCCO2)=C(C)N1 (stereo unspecified)
    -6% | -2% | -19% | -4% | 4% | ? | -3% | 1%
9: Cc1cc(N2CCCCC2)nc(SCC(=O)c2ccccc2)n1
    -5% | ? | 0% | -1% | 0% | -5% | -5% | -1%
10: S=C(Nc1cccnc1)NC1CCCC1
    6% | ? | 8% | -5% | -3% | -7% | -5% | 2%
11: O=C(NNC(=S)Nc1ccc(F)cc1)[C@H]1C[C@@H]1c1ccccc1
    2% | / | 4% | -4% | 7% | -2% | -3% | -2%
12: CCOC(=O)C1(CCCc2ccccc2)CCN(C2CCSCC2)CC1
    6% | -3% | -7% | 1% | -5% | 2% | -3% | 0%
13: CCSc1nc(N)c(C#N)c(-c2ccco2)c1C#N
    -18% | ? | 14% | -3% | 0% | -24% | 2% | 1%
14: COc1cc(OC)cc(-c2nc3nc(C)c(CCC(=O)NCC(OC)OC)c(C)n3n2)c1
    3% | 5% | / | -5% | 5% | 1% | 2% | -2%
15: CCCn1nc(NC(=O)c2cccc(Cl)c2)c2cc3cccc(C)c3nc21
    -17% | / | / | 2% | / | -12% | 1% | -12%
16: Nc1nnc(SCC(=O)NN2C(=O)NC3(CCCCC3)C2=O)s1
    1% | 5% | 6% | -2% | -4% | 6% | 3% | 0%
17: CCc1ccc(NC(=O)c2cc(C(C)C)on2)cc1
    2% | ? | 8% | 4% | 13% | 1% | -17% | -1%
18: O=C(NCC#CCOCc1ccccc1)c1ccccc1
    -1% | ? | 6% | -11% | 0% | 0% | -9% | -4%
19: CC(C)CCNC(=O)C(c1ccncc1)N(C(=O)Cn1nnc(-c2ccc(F)cc2)n1)c1ccccc1F (stereo unspecified)
    6% | 5% | 4% | 7% | 2% | 6% | -4% | -1%
20: O=C(Nc1cccn(Cc2cccc(F)c2)c1=O)NC1CCCCC1
    -1% | ? | -28% | -8% | 9% | -9% | 6% | -1%
21: O=C(COc1ccc(/C=N/NS(=O)(=O)c2ccccc2)cc1)N1CCOCC1
    -4% | -10% | / | -6% | -3% | -4% | -7% | -7%
22: COc1cc(NC(=O)C2CCN(S(=O)(=O)c3c(C)noc3/C=C/c3c(C)cc(C)cc3C)CC2)cc(OC)c1
    ? | / | / | 17% | / | -9% | 1% | -4%
23: COc1cc(/C=N/NC(=O)CNc2n[nH]c(=O)[nH]c2=O)ccc1O
    ? | 5% | -3% | -8% | 5% | -2% | 8% | 9%
24: O=C1CCC2=C(CCCC2=O)N1
    -2% | 7% | 7% | -3% | -6% | -4% | 1%[53 µM] | -2%[53 µM]
25: O=C(N[C@@H](Cc1ccccc1)C(=O)OCc1ccccc1)c1nc[nH]c1C(=O)NC(c1ccccc1)c1ccccc1
    ? | ? | -17% | -6% | 4% | -28% | 4% | -3%
26: OCc1ccccc1N=c1ssnc1Cl
    ? | 0.89µM* | -1% | 35µM* | 0% | ? | -5% | 2%
27: CCOc1ccccc1NC(=O)Cn1nnc(C(=O)Nc2ccc(C)cc2)c1N
    -3% | 9% | 6% | -5% | 1% | -10% | 3% | 0%
28: CCOC(=O)Cn1c2c(c(-c3ccccc3OC)cc1=O)CCCC2
    -6% | -3% | 5% | -18% | 6% | -15% | -1% | 0%
29: CNCC(=O)N1CCN(c2ncc(C(F)(F)F)cc2Cl)CC1
    -3% | -10% | 18% | 1% | -2% | -3% | -6% | 0%
30: O=C(N/N=C/c1ccc(F)cc1)c1ccccc1
    -3% | 8% | / | -2% | -1% | -5% | 5% | -1%
31: CCC1=C2CC[C@H]3C(=O)NC(=O)[C@H]3[C@H]2[C@@]2(Cc3ccccc3)C(=NCC(=O)OC)OC(=O)N2C1=O
    -13%&1% | -2% | / | 3%&4% | -11%&7% | 1%&8% | 2%&-4% | -8%&-1%
32: O=C(CN1CCOCC1)N/N=C/c1ccc(C(=O)O)cc1
    0% | 13% | / | -3% | 11% | -1% | 8% | -3%
33: Cc1cc(C)n2nc(C(=O)NCc3ccco3)cc2n1
    0% | ? | -4% | 2% | 2% | 5% | -3% | -7%
34: O=C(CC1C(=O)NCCN1Cc1ccc(-c2ccccc2)cc1)NCc1ccncc1 (stereo unspecified)
    0% | ? | -8% | ? | 5% | -7% | -4% | -6%
35: COc1ccc(CNC(=O)c2ccc3nc(CCc4ccccc4)oc3c2)cc1
    -2% | / | / | -10% | / | -11% | 0% | 1%
36: O=C(c1cccc([N+](=O)[O-])c1)N1c2nc(-c3ccco3)nn2C2(CCCCC2)[C@@H]2CCCC[C@@H]21
    1% | / | / | -4% | / | -26% | -2% | -3%
37: Cc1ccc(CN2CCN(/N=C/C(Br)=C\c3ccccc3)CC2)cc1
    -6% | / | 5% | ? | -1% | -26% | -3% | -3%
38: CC(C)(C)NC(=O)c1sccc1C(=O)O
    9% | ? | 4% | -17% | ? | -12% | 3% | -1%
39: O=C(Nc1ccccn1)c1ccc(Cl)c([N+](=O)[O-])c1
    -6% | -12% | 2% | -18% | 10% | -15% | 9% | -3%
40: CC[C@@H](C)C(C(=O)N1CCN(C(=O)OC(C)(C)C)CC1)n1cc(-c2cn([C@@H](C)C(=O)N3CCN(C(=O)OC(C)(C)C)CC3)nn2)nn1 (stereo partly specified)
    9% | / | / | -5% | -6% | 6% | -1% | -2%
41: CC(C)Oc1cc(O)c2c(=O)c(-c3ccc(O)cc3)coc2c1
    -12% | -8% | -11% | ? | -5% | ? | -2% | -1%
42: COc1ccc(-c2cc(C(F)(F)F)n3nc(C(=O)N4CCOCC4)c(Cl)c3n2)cc1
    1% | ? | 10% | -16% | -13% | -3% | 4% | -1%
43: O=S(=O)(Nc1ccc2nc(-c3ccc(F)cc3)oc2c1)c1ccccc1
    ? | / | / | 6% | / | ? | 7% | 6%
44: COC(=O)c1[nH]c2cccc(OC)c2c1NC(=O)CCN1CC(C)CC(C)C1 (stereo unspecified)
    9% | ? | 2% | -1% | 4% | 6% | 6% | 0%
45: Clc1ccccc1/C=N/NC1=Nc2cccc3cccc1c23
    3% | -10% | -8% | 2µM* | -12% | -28% | 5% | 0%
46: CNc1nc(C)c(C(=O)OCC(=O)OC)s1
    -4% | -1% | 37%[activator] | 20% | 3% | 4% | -13% | 2%
47: O=C(CSc1n[nH]c(-c2ccncc2)n1)c1ccccc1
    -3% | -7% | 11% | -17% | 2% | -14% | 8% | 4%
48: Cc1cc(NC(=O)CCC(=O)N(Cc2ccco2)C(C(=O)NC2CCCC2)c2ccccc2C)no1 (stereo unspecified)
    3% | 9% | -1% | -13% | -1% | -2% | -3% | 2%
49: Cc1ccn2c(CNCC3OCCc4ccccc43)c(C(=O)N3CCCCCC3)nc2c1 (stereo unspecified)
    -3% | ? | -9% | -13% | 0% | -7% | -2% | -6%
50: COc1cccc(NC(=O)Nc2nnc(-c3ccccc3SCc3ccccc3)s2)c1
    ? | 6% | / | 2% | -1% | ? | -12% | 0%
51: COCCCNC(=S)NNC(=O)c1cccnc1
    -5% | 5% | / | 4% | -6% | -4% | -3% | -2%
52: COc1ccc(C(=O)NCC(=O)N=Nc2c(O)n(Cc3ccccc3)c3ccccc23)cc1OC
    6% | 18µM* | -14% | ? | -3% | -6% | 10% | -12%
53: COc1cc(SC)ccc1C(=O)Nc1ccc(S(=O)(=O)N2CCCC2)cc1
    -16% | -11% | -6% | 0% | -20% | -12% | -23% | -1%
54: COc1cc(OC)cc(-c2n[nH]c(=S)n2-c2ccc3c(c2)OCO3)c1
    3% | 5% | 8% | -4% | 5% | -3% | -2%[53 µM] | 1%[53 µM]
55: Cc1cc(C)c(NN=c2c(=O)c3ccccc3c2=O)c(C)c1
    -5% | 6% | / | ? | 4% | -6% | -6% | 0%
56: CCCCSc1nc(N)c(NC(=O)c2ccco2)c(=O)[nH]1
    -1% | 14% | 4% | -5% | -2% | 1% | -5% | -2%
57: CC1=Nn2c(nnc2-c2ccccc2F)SC1
    10% | 12% | / | 5% | 5% | 12% | -6% | 0%

Copied from above: nos. 46 to 50
Screens in order: Tau FP inhib | ALDH1A1 block | L3MBTL1 inh | Tau ThT inhib | aGal spleen mod | Tau fluor cs | TRb SRC2 PPI | TR SRC2 fluor cs
46: CNc1nc(C)c(C(=O)OCC(=O)OC)s1
    -4% | -1% | 37%[activator] | 20% | 3% | 4% | -13% | 2%
47: O=C(CSc1n[nH]c(-c2ccncc2)n1)c1ccccc1
    -3% | -7% | 11% | -17% | 2% | -14% | 8% | 4%
48: Cc1cc(NC(=O)CCC(=O)N(Cc2ccco2)C(C(=O)NC2CCCC2)c2ccccc2C)no1 (stereo unspecified)
    3% | 9% | -1% | -13% | -1% | -2% | -3% | 2%
49: Cc1ccn2c(CNCC3OCCc4ccccc43)c(C(=O)N3CCCCCC3)nc2c1 (stereo unspecified)
    -3% | ? | -9% | -13% | 0% | -7% | -2% | -6%
50: COc1cccc(NC(=O)Nc2nnc(-c3ccccc3SCc3ccccc3)s2)c1
    ? | 6% | / | 2% | -1% | ? | -12% | 0%

Screening data from PubChem.
